IMPase cell inh: IMPase inhibition in cells; inhibition (IP1 accumulation), % at 46.1 µM; 120,000 tested, under 10 active; CHO-M1 cells, IP1 accumulation, HTRF TR-FRET ratio; active = well fitted curve in the direction sought with a large enough effect in the signal ratio, not every such curve was filed as active; inconclusive = small, poorly fitted or top-dose-only effect, or a change in a side signal; inactive = no such curve, though single readings can be large or run the other way; the % refers to the signal ratio;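 also: cells stimulated with carbachol in lithium chloride buffer; plate controls were DMSO basal wells for no effect and reference inhibitor wells for full effect; higher means more IMPase inhibition seen as more IP1 and lower FRET ratio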
Target sequence (P97697 whole entry, looked up): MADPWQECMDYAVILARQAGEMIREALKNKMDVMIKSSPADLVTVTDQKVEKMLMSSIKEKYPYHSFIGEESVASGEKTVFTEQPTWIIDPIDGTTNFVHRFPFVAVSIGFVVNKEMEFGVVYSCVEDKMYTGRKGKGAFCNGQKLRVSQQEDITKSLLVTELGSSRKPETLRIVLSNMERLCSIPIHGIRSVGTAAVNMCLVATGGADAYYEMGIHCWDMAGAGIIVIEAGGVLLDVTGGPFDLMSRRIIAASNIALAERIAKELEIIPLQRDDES
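The IP-One HTRF competitive assay in carbachol-stimulated CHO-M1 cells quantifies cellular IP1. Compounds spanned up to 46 uM final, and activity is expressed as AC50 from concentration-response fits of the ratio and donor data.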
Active calls of the source: *; ? = inconclusive. The list is partial, so the mix of outcomes need not match the whole.

SMILES	IMPase cell inh
Cc1ccc(NC2=C(CC(=O)O)C(c3ccc(F)cc3)N(c3ccc(C)cc3)C2=O)cc1 (centres undefined)	4
Cc1cccc2nc(-c3ccc(Cl)s3)c(Nc3ccc4c(c3)OCCO4)n12	7
COc1ccccc1OCCn1c(-c2ccc(Cl)cc2)nc2ccccc2c1=O	6
CC(C)CCOc1ccccc1Cn1c(=O)sc2ccccc21	0
O=C(Nc1ccccc1O)c1cc(S(=O)(=O)N2CCCC2)ccc1Cl	?
CCOCCCn1c(=N)c(C(=O)NC2CCCC2)cc2c(=O)n3cc(C)ccc3nc21	-3
Cc1ccc(COC(=O)c2[nH]c3c(c2C)C(=O)CC(c2ccc(Cl)cc2)C3)cc1 (centres undefined)	8
Cc1ccccc1Cn1c(COc2ccc(Cl)cc2)nc2ccccc21	2
N#C/C(=C/c1ccccc1Cl)c1nc2ccccc2c(=O)[nH]1	-11
Cc1cc2nc(-c3cccc(NC(=O)c4cccc5ccccc45)c3)oc2cc1C	-6
Cc1cccc(NC(=O)c2c(NC(=O)c3ccco3)sc3c2CCC(C(C)(C)C)C3)c1 (centres undefined)	1
COc1cc2ccccc2cc1C(=O)Nc1ccc2oc(-c3ccccc3)nc2c1	-3
Cc1c(C(=O)Nc2ccc(-c3nc4cc(Cl)ccc4o3)cc2)oc2ccccc12	?
Cc1ccc(Nc2c(-c3cccnc3)nc3ccc(C)cn23)cc1	3
CCCCOc1ccc(Cn2c(=O)oc3ccc(C)cc32)cc1	-3
COc1ccc(/C=C(\C#N)c2nc(-c3cc4c(ccc5ccccc54)oc3=O)cs2)cc1O	-1
CCS(=O)(=O)c1c(S(=O)(=O)CC)c2cc(C(C)(C)C)ccn2c1C(=O)c1ccc(F)cc1	-7
COc1ccc(S(=O)(=O)N(CCc2ccccc2)CC(=O)NCc2ccccc2)cc1OC	-8
CCOc1ccc(C2C(C(=O)Nc3ccccc3)=C(C)Nc3nc(-c4ccccc4)nn32)cc1OC (centres undefined)	-10
Cc1cc(C)n(-c2nc3ccccc3nc2Nc2cccc(C(=O)NCCc3ccccc3)c2)n1	1
CC(=O)c1c(C)n(-c2cccc(C)c2)c2ccc(OC(=O)COc3ccccc3)cc12	10
Cc1nnc2c(Nc3cccc(O)c3)nc3ccccc3n12	5
Cc1ccc(OCCn2c(COc3ccc(Cl)cc3)nc3ccccc32)cc1	9
Cc1cccc(NC2=CC(c3cccc(Br)c3)N(c3cccc(C)c3)C2=O)c1 (centres undefined)	3
Cc1ccc(C(C)C)c(OCC(=O)Nc2cccc(-c3nc4ncccc4o3)c2)c1	4

Gathered by group, the compounds so far containing sulfur
SMILES	IMPase cell inh
Cc1cccc2nc(-c3ccc(Cl)s3)c(Nc3ccc4c(c3)OCCO4)n12	7
CC(C)CCOc1ccccc1Cn1c(=O)sc2ccccc21	0
O=C(Nc1ccccc1O)c1cc(S(=O)(=O)N2CCCC2)ccc1Cl	?
Cc1cccc(NC(=O)c2c(NC(=O)c3ccco3)sc3c2CCC(C(C)(C)C)C3)c1 (centres undefined)	1
COc1ccc(/C=C(\C#N)c2nc(-c3cc4c(ccc5ccccc54)oc3=O)cs2)cc1O	-1
CCS(=O)(=O)c1c(S(=O)(=O)CC)c2cc(C(C)(C)C)ccn2c1C(=O)c1ccc(F)cc1	-7
COc1ccc(S(=O)(=O)N(CCc2ccccc2)CC(=O)NCc2ccccc2)cc1OC	-8

(listing goes on)
SMILES	IMPase cell inh
CCc1ccccc1NC(=O)c1nc2nc(C)cc(C(F)F)n2n1	10
O=C(c1cn(CCOc2ccccc2F)c2ccccc12)C1CCCCC1	6
Cc1ccc(C(=O)CC2(O)C(=O)N(Cc3ccccc3)c3ccccc32)c(C)c1 (centres undefined)	8
Cc1ccc(NC(=O)CCS(=O)(=O)c2cc(Br)cc3c2N(C(=O)C2CC2)CC3)cc1	4
Cc1ccc(Sc2c(C)nn(C(=O)COc3ccccc3)c2C)cc1	-3
CC(C)COC(=O)/C(C#N)=C\c1ccc(-c2ccccc2Cl)o1	-7
COc1cccc(N=C2SC(C(=O)Nc3cccc(Cl)c3)CC(=O)N2C)c1 (centres undefined)	-10
CCCC(=O)N(c1ccc2oc3c(c2c1)CCCC3)S(=O)(=O)c1ccc(CC)cc1	3
CCCSc1nc(-c2ccc(OC)cc2)cc(-c2ccccc2OC)c1C#N	-11
COc1ccc(OC)c(NC2=C(c3ccccc3)C(=O)c3ccccc32)c1	13
Cc1c(C(=O)OCCOc2ccccc2)[nH]c2c1C(=O)CC(c1ccccc1)C2 (centres undefined)	7
CS(=O)(=O)N(CC(=O)NCCSCc1ccccc1)c1cc(C(F)(F)F)ccc1Cl	?
CCCCOc1ccc(C(=O)N(Cc2ccc(C(C)C)cc2)C2CCS(=O)(=O)C2)cc1 (centres undefined)	9
CCCCNC(=O)CC1Nc2cc(C)c(C)cc2NC1=O (centres undefined)	3
CCOc1cccc(C(c2c(C)n(C)n(-c3ccccc3)c2=O)c2c(C)n(C)n(-c3ccccc3)c2=O)c1OC	5
COc1ccc(CNCCC(c2ccc(C)cc2)c2ccco2)cc1 (centres undefined)	-12
CCOC(=O)c1ccc(NC(=O)CC2Nc3cccc4cccc(c34)NC2=O)cc1 (centres undefined)	0
CCCCSc1ncnc2c1sc1nc(N3CCOCC3)c3c(c12)CCCC3	-3
CC1=C(C(=O)Nc2ccc(Cl)cc2)C(CC(C)C)n2nc(SCc3ccccc3C)nc2N1 (centres undefined)	7
CCC(C)n1c(=N)c(S(=O)(=O)c2ccccc2)cc2c(=O)n3ccccc3nc21 (centres undefined)	-7
Fc1ccc(Cc2cn3cc(-c4ccc(F)cc4)nc3s2)cc1	-5
Cc1ccc(/C=C(\C#N)C(=O)Nc2ccc(Br)cc2)o1	-13
Cc1cccc(OCc2nnc(SCC(=O)Nc3ccc(C)cc3C)o2)c1	4
CCn1c(=N)c(C(=O)NC2CCCCC2)cc2c(=O)n3cc(C)ccc3nc21	0
COc1ccc(-c2cc3nc(-c4ccccc4)cc(C(F)(F)F)n3n2)cc1	?
(cont.)
SMILES	IMPase cell inh
Cc1cc(C)cc(Oc2nc3c(C)cccn3c(=O)c2/C=C(\C#N)c2nc3ccccc3[nH]2)c1	19
N#C/C(=C\c1cc(Br)c(O)c(Br)c1)c1nc2ccccc2c(=O)[nH]1	-3
COc1cccc(-c2oc3ccc(C)cc3c(=O)c2O)c1	-8
O=C(COC(=O)c1cccc(NC(=O)c2ccc(Br)cc2)c1)c1ccc(Cl)cc1	0
CCOc1ccc(S(=O)(=O)N(CC(=O)NCCSc2ccccc2)c2ccccc2)cc1	1
Cc1nn2c(-c3cccc(NC(=O)c4ccc(Cl)cc4)c3)nnc2c2ccccc12	3
Cc1ccc(OCCCn2c(-c3ccc(Cl)cc3)nc3ccccc3c2=O)c(C)c1	-7
CCc1ccc(C2c3c(oc4ccc(F)cc4c3=O)C(=O)N2CCc2ccc(OC)cc2)cc1 (centres undefined)	-12
CC(C)(C)c1ccc(Oc2nc3ccccn3c(=O)c2/C=C(\C#N)c2nc3ccccc3[nH]2)cc1	-11
Cc1ccc(S(=O)(=O)Nc2cc3c(C(=O)OCc4ccccc4)c(C)oc3c3ccccc23)cc1	-1
CCc1ccccc1NC(=O)CCCSc1nc(-c2ccco2)cc(C(F)(F)F)n1	-8
COc1cccc2cc(C(=O)Nc3ccc(F)c(F)c3)c(=O)oc12	2
COc1ccc(COC(=O)C2=C(C)NC(=O)CC2c2cccc(Cl)c2Cl)cc1 (centres undefined)	-1
COc1ccccc1NC(=O)c1sc2nc(C)c(C(=O)Nc3ccc(C)cc3C)c(-c3cccs3)c2c1N	6
Cc1c(CN(C)C(=O)c2cc(-c3ccccc3)nc3ccc(Br)cc23)cnn1C	?
COc1ccc(-c2cc(C(F)(F)F)nc(SCC(=O)Nc3ccc(O)cc3)n2)cc1OC	6
COc1ccc(-c2nc(S(=O)(=O)c3ccccc3)c(N3CCC(C)CC3)o2)cc1	-2
COc1ccc(CN(CCC(c2ccc3c(c2)OCO3)c2ccccc2OC)C(C)=O)cc1 (centres undefined)	?
COc1ccc(OC)c(Nc2nc3ccccc3n3c(C)nnc23)c1	8
COc1ccc(N(C(=O)COc2ccccc2OC)S(=O)(=O)c2ccc(Cl)cc2)cc1	-8
Cc1cc(C)nc(NS(=O)(=O)c2ccc(NC(=O)COc3ccc(Cl)cc3C)cc2)n1	11
CCOC(=O)c1ccc(NC(=O)c2ccc(-c3cccc(Cl)c3C)o2)cc1	-7
CCCN(c1ccc(C(C)C)cc1)S(=O)(=O)c1ccc2c(c1)CCN2C(=O)CC	3
CC1=C(C(=O)OC2CCCC2)C(c2c(Cl)cccc2Cl)CC(=O)N1 (centres undefined)	7
Cc1cc(C)n2c(Nc3ccc4c(c3)OCCO4)c(-c3ccc(Cl)cc3)nc2n1	7
(continued)
SMILES	IMPase cell inh
Cc1ccc(N(CC(O)Cn2c3ccccc3c3ccccc32)S(=O)(=O)c2ccc(F)cc2)cc1 (centres undefined)	2
O=C(O)C1=CC(c2ccc(Br)cc2)n2ncnc2N1 (centres undefined)	0
COC(=O)c1sc(N2C(=O)c3oc4ccc(C)cc4c(=O)c3C2c2ccc(O)c(OC)c2)nc1C (centres undefined)	-5
CCc1ccccc1NC(=O)CSc1nnc(COc2ccccc2Cl)o1	0
CCN(C(=O)c1ccc(C(=O)N(CC)c2ccccc2C)cc1)c1ccccc1C	-3
CCCSc1nnc2c(n1)OC(c1cccs1)Nc1ccc(Br)cc1-2 (centres undefined)	-3
CCC1=Nc2cc(C(=O)N3CCC(C)CC3)ccc2Sc2ccc(C)cc21	-5
Cc1ccc(-c2nc3nc(C)cc(N4CCN(c5cc(Cl)ccc5C)CC4)n3n2)cc1	16
Cc1ccccc1NC(=O)CSC1=Nc2ccccc2C2=NC(CCC(=O)NCc3ccccc3)C(=O)N12 (centres undefined)	-1
Cc1ccc2c(C)c(C(=O)N(Cc3ccc(Cl)cc3)C3CCS(=O)(=O)C3)oc2c1 (centres undefined)	-1
COc1cc(-c2nnc(SCC(=O)N3CCCc4ccccc43)o2)cc(OC)c1OC	8
Cc1ccccc1-c1nnc(CN2CCN(c3ccccn3)CC2)o1	12
CC1=C(C(N)=O)C(c2cccc(C)c2)n2nc(-c3cccc(C)c3)nc2N1 (centres undefined)	8
CCCn1c(=O)sc2cc(NC(=O)c3ccccc3OCC)ccc21	6
O=C(COc1ccccc1)Nc1sc2c(c1C(=O)Nc1ccccc1)CCCCC2	-4
CCOc1ccc(NC(=O)CSc2ccc3ccccc3n2)cc1	-7
CCOC(=O)c1c(C)n(-c2ccccc2)c2ccc(OC(=O)c3ccc(OCC)c(OCC)c3)cc12	-5
CCCNc1nc2c(c(=O)n(C)c(=O)n2C)n1CC(O)COc1ccccc1 (centres undefined)	-5
Cc1cccc(C)c1OCCSc1nc2ccccc2n1CC(=O)O	-7
COc1ccc(-c2ccc(-c3noc(-c4cc(OC)cc(OC)c4)n3)c(OC)n2)cc1	-5
O=C(Nc1ccc(S(=O)(=O)Nc2ncccn2)cc1)c1ccccc1Cl	-9
CCOc1ccccc1C(=O)Nc1c(NC)c2ccccc2oc1=O	-6
Cc1ccc(C)c(N2CCN(C(=O)c3ccc(Nc4nc5ccccc5n5nnnc45)cc3)CC2)c1	3
Cc1cc(NS(=O)(=O)c2ccc(NC(=O)COc3ccccc3Br)cc2)no1	-6
Cc1ccc(OCCn2c(-c3ccc(Br)cc3)nc3ccccc3c2=O)cc1C	5
Other compounds.
SMILES	IMPase cell inh
O=C(Nc1ccc(Cl)c(-c2nc3cc(Cl)ccc3o2)c1)c1cc2ccccc2o1	?
CC(C)(Oc1ccc(Cl)cc1)C(=O)Nc1nc2ccc(S(C)(=O)=O)cc2s1	?
N#C/C(=C/c1ccc(O)cc1)c1nc(-c2ccc(-c3ccccc3)cc2)cs1	-2
Cc1ccccc1NC(=O)CCOc1ccccc1	-12
N#C/C(=C\c1ccccc1)C(=O)Nc1sc2c(c1C(N)=O)CCC2	-3
COc1ccccc1C(=O)NC1(C(F)(F)F)C(=O)NC(C)=C1C#N (centres undefined)	-21
CCCOC(=O)CSc1ncnc2sc3c(c12)CCC(C)C3 (centres undefined)	1
Cc1ccc(NC(=O)/C=C/c2ccccc2Cl)cc1Cl	-1
Cc1ccc2cc3cc(C(=O)N4CCN(c5ccccc5)CC4)sc3nc2c1	6
O=C(NCC1CCN(Cc2cccc(Cl)c2)CC1)Nc1cc(Cl)ccc1Cl	12
CCOc1cc(C(=O)Nc2cccc(-c3nc4ccccc4o3)c2)cc(OCC)c1OCC	2
Cc1nc(SCC(=O)Nc2ccc(C(=O)O)cc2)n[nH]1	-7
Cc1cc(Cl)ccc1NC(=O)CN1C(=O)C(=O)c2ccccc21	2
CN1CCc2c(sc3c2C(=O)NC(c2ccc(OC(=O)c4ccccc4)cc2)N3)C1 (centres undefined)	6
CCOC(=O)c1c(NC(=O)COc2cccc(C)c2C)sc(C(C)=O)c1C	-6
CC1CCN(C(=O)CSc2nnc(-c3ccccc3Cl)o2)CC1	3
CCCCCN1C(C(=O)c2ccccc2)=C(NC(=O)c2ccc(OC)c(OC)c2)c2ccccc2S1(=O)=O	?
Cc1cccc(-c2nc(S(=O)(=O)c3ccc(Cl)cc3)c(N3CCCCCC3)o2)c1	?
O=C(/C=C/c1ccccc1)Nc1cc(-c2nc3ccccc3o2)ccc1Cl	-2
FC(F)(F)c1cc(Nc2nc3ccccc3c3nncn23)ccc1Cl	-5
Cc1cc(C)c(NC(=O)CCN2CCCCC2)c(C)c1	-5

3 entries out of the list above, sorted by the value under IMPase cell inh, largest number first:
SMILES	IMPase cell inh
Cc1cc(C)n2c(Nc3ccc4c(c3)OCCO4)c(-c3ccc(Cl)cc3)nc2n1	7
Cc1ccc(S(=O)(=O)Nc2cc3c(C(=O)OCc4ccccc4)c(C)oc3c3ccccc23)cc1	-1
CCOC(=O)c1c(C)n(-c2ccccc2)c2ccc(OC(=O)c3ccc(OCC)c(OCC)c3)cc12	-5

Assay outcomes from PubChem.
